KB-3-1 tox = kills parental KB-3-1 adenocarcinoma cells; KB-3-1 viability, CellTiter-Glo ATP luminescence, 72 h; AID 1347075; hit rate 1.4% among 400,000; Potency, µM (titrated, usually from 46.1 µM), for inactives: at the highest dose activity change, negative = cytotoxic, hits mostly cytotoxic; note: potency is the fitted concentration of half-maximal effect; % is set by controls: 0 for no effect and ±100 for the full control effect; nearly all actives have a fitted effect of over 60% in size
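Parental KB-3-1 adenocarcinoma cells in phenol-red-free DMEM with 10% FBS were pin-treated with compounds at several concentrations, incubated 72 h at 37 °C, and viability read by CellTiter-Glo luminescence; concentration-effect curves were fitted after normalization.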
MCF10A rerep = induces DNA re-replication in MCF 10a normal breast cells; MCF 10A DNA re-replication, Hoechst nuclear intensity, 48 h; hit rate 2.9% among 350,000; Potency, µM (titrated, usually from 46.1 µM), without a hit: at the highest dose activity, positive = re-replication, usual class: activators; AID 624296; note: potency is the fitted concentration of half-maximal effect; % of control where 0% means no effect; nearly all actives have a fitted effect of over 50% in size
HT1080 IDH1KD tx = toxicity to HT-1080 IDH1 knockdown cells (counter line); HT-1080 IDH1 knockdown viability, ATP luminescence, 48 h; Potency, µM (top dose mostly 46.1 µM), inactives show at the top dose activity, negative = toxicity, usual class: cytotoxic; hit rate 2% among 360,000; AID 686971;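 note: potency is the fitted concentration of half-maximal effect; 0% = DMSO wells and -100% = cell-free medium wells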
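Knockdown cells (IDH1KD HT-1080) received compounds 2 h after plating at 750 cells/well and were kept 48 h at 37 °C in 5% FBS RPMI. A CellTiter-Glo luminescence read gave % activity for curve fitting.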
HT1080-NT tox = kills 2HG-producing HT-1080-NT fibrosarcoma cells; HT-1080-NT fibrosarcoma viability, CellTiter-Glo ATP luminescence, 48 h; Potency, µM (highest dose often 46.1 µM), without a hit: at the top dose activity, negative = less viability, usual class: cytotoxic; hit rate 1.6% among 360,000; AID 686970;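 note: NT is the 2HG producing partner of a matched IDH1 knockdown line; potency is the fitted concentration of half-maximal effect; 0% = DMSO-treated cells and -100% = media-only wells without cells; nearly all actives have a fitted effect of over 55% in size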
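HT-1080-NT fibrosarcoma cells (2HG-overproducing), 750 cells/well in RPMI with 5% FBS, dosed after 2 h and incubated 48 h at 37C. CellTiter-Glo luminescence normalized to DMSO and no-cell wells; concentration-response curves fitted and classed.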
SW480 rereplic = DNA re-replication induction in SW480 cells | SW480 DNA re-replication, Hoechst DNA content imaging, 48 h | Potency, µM (highest dose often 46.1 µM), for the others: at the top dose re-replication activation, hits mostly activators | hit rate 1.8% among 340,000 | AID 624297; note: potency is the fitted concentration of half-maximal effect; % of control where 0% means no effect; nearly all actives have a fitted effect of over 55% in size
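Hoechst fluorescence of nuclei (405 nm excitation, 500-530 nm emission) measured by plate-scanning imager after 48 hr compound exposure at 37 C; re-replication scored as increased number of nuclei with elevated intensity.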
IL-1B inflam inh = inflammasome signaling inhibition, IL-1 beta readout; activity change, % at 57.5 µM; hit rate 4.7% among 360,000; THP-1 LPS/ATP IL-1B secretion, AlphaLISA, 16 h; stronger effect = lower value; in the data active = activity change below about -50%; inconclusive = mostly about -30% to -49%; note: % is set by controls: 0 for no effect and ±100 for the full control effect
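Secreted IL-1B measured by AlphaLISA bead assay after 16 h compound exposure of THP-1 cells; compounds (final up to 57.5 uM) added 1 h before LPS (250 ng/mL) and ATP (1.25 mM) stimulation; lower signal means less secretion.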
GLP1R cytotox = cytotoxicity in counter-screen for GLP-1R inverse agonists; AID 624418; HEK293 cAMP-luciferase reporter cells, luminescence, 24 h; Potency, µM (highest dose often 38.3 µM), without a hit: at the highest dose activity change, negative = inhibition, usual class: inhibitors; hit rate 0.13% among 410,000;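 note: loss of luciferase light is scored as toxicity; potency is the fitted concentration of half-maximal effect; % is set by controls: 0 for no effect and ±100 for the full control effect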
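Cells in DMEM/10% Nu serum/1% pen-strep, 1536-well format. Pre-incubated 12 h, dosed with 23 nL compound, incubated a further 24 h. Luciferase detection, 12 min at room temp, luminescence.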
DRD3 agonist = agonists of human D3 dopamine receptor | D3R DiscoveRx beta-arrestin cells, luminescence, 90 min | max activation, % | hit rate 0.58% among 410,000 | AID 652048; in the data active = max activation above about 30%; note: 0% is about no effect; mostly tested at two doses, the higher about 12 µM
Target sequence (P35462 whole entry, looked up): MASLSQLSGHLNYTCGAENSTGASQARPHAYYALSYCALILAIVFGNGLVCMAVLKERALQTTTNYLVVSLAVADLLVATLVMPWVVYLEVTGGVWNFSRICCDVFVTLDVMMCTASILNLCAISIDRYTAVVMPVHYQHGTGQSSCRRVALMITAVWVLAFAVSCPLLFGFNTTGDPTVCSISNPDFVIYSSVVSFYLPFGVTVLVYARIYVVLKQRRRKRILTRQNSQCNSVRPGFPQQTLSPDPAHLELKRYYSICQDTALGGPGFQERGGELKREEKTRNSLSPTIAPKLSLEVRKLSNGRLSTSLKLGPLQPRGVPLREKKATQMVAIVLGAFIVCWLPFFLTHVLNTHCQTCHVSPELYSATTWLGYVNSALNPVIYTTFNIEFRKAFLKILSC
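Agonist-mode cell screen: cells plated at 1500/well and incubated overnight at 37 °C, then exposed to library compounds for 90 min at 37 °C. Detection reagent was added for 30–60 min at room temperature, and luminescence was read.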
KB-V1 MDR tox = kills drug-selected multidrug resistant KB-V1 cells; KB-V1 MDR cells viability, CellTiter-Glo, 72 h; Potency, µM (doses to about 46.1 µM), for the others: at the top dose activity change, negative = cytotoxicity, most hits filed as cytotoxic; hit rate 3.4% among 400,000; note: potency is the fitted concentration of half-maximal effect; % is set by controls: 0 for no effect and ±100 for the full control effect; nearly all actives have a fitted effect of over 60% in size
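Compound-treated KB-V1 multidrug-resistant cells, 72 h, 37 degrees C; viability by CellTiter-Glo. Fitted qHTS curves give the values.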
An asterisk follows results filed as active; ? = inconclusive; . = not tested or not shown; [ ] = remark or other dose. Unless noted, calls come from the whole dose curve; as a rule, active = well fitted curve in the direction sought with a large enough effect; inconclusive = small, poorly fitted or top-dose-only effect, or another doubt; inactive = no such curve, though single readings can be large; an effect the other way counts as inactive or inconclusive.

Results follow in this order: MCF10A rerep, HT1080-NT tox, GLP1R cytotox, KB-3-1 tox, IL-1B inflam inh, DRD3 agonist, KB-V1 MDR tox, HT1080 IDH1KD tx, SW480 rereplic
- COCCNC(=O)C(c1ccc(C)o1)N(C(=O)c1snc(C(N)=O)c1N)c1cc(C)cc(C)c1 (stereo not given)
→ 7%, -5%, -21%, 11%, ?, 11, -6%, -22%, 16%
- CC(=O)NCCC1CCCCN1C(=O)c1cc(COc2cc(C)ccc2C)on1 (stereo not given)
→ -1%, 18%, -2%, 1%, -8, -1, 3%, 1%, -4%
- O=C(NC1CCCCC1)N(Cc1ccccc1)Cc1ccco1
→ ?, 0%, 25%, -16%, -21, -2, ?, -4%, -15%
- O=C(Nc1ccc(N2CCN(Cc3ccccc3F)CC2)cc1)c1ccccc1[N+](=O)[O-]
→ ?, -13%, -1%, 0%, 0, -15, ?, -10%, 3%
- Cc1nc2ccccc2n1S(=O)(=O)c1ccc(S(=O)(=O)N2CCCCCC2)cc1
→ 1%, 2%, -5%, -5%, 16, -8, 0%, -1%, -6%
- COc1ccc(CC(=O)Oc2ccccc2Cl)cc1S(=O)(=O)N1CCOCC1
→ -17%, 10%, 0%, 0%, -7, -4, 18%, 17%, -21%
- CCCCc1cn(C[C@H]2CC[C@@H]([C@@H]3CC[C@H](Cn4cc(CCCC)nn4)O3)O2)nn1
→ 5%, 0%, -12%, 13%, 13, -5, 2%, 2%, -36%[inhibitor]
- Cc1ccccc1C1C(C#N)=C2N=C(N)c3ccccc3N2C2=C1C(=O)CCC2 (stereo not given)
→ -9%, -16%, -2%, 15%, ?, 9, -3%, -11%, -1%
- O=C(CCC(=O)Nc1ccc(Cl)cc1)N/N=C/c1ccc2c(c1)OCO2
→ -2%, -2%, -12%, 0%, -13, -8, 19%, 2%, -19%
- COc1ccccc1Nc1nc(-c2sc(N)nc2C)cs1
→ -1%, -10%, -6%, 4%, -12, 1, 2%, -13%, -7%
- CC12CCC(C(=O)N(CSC(=S)N/N=C\c3ccccc3Cl)C1=O)C2(C)C (stereo not given)
→ 24%, -3%, -25%, 2%, 6, 2, 2%, -2%, ?
- CCc1ccccc1N(C)S(=O)(=O)c1ccc(-c2cc(C)no2)s1
→ 2.3µM*, 12%, -18%, ?, 25, 0, ?, ?, 17%
- Cn1c(N)c(C(=O)COC(=O)/C=C/c2ccc(F)cc2)c(=O)n(C)c1=O
→ -4%, -1%, -8%, 6%, 18, 0, 15%, 15%, -6%
- Cc1nc2ccc(C(=O)N(C)CC3CCCN(CCc4ccc(Cl)cc4)C3)cc2[nH]1 (stereo not given)
→ 0%, 4%, -9%, -3%, 8, 0, 3%, 6%, -3%
- OCCN(CCCn1c(C(F)(F)F)nc2ccccc21)c1nc(CN2CCCCC2)cs1
→ 14%, 0%, -23%, 1%, -13, -28, 0%, 12%, 5%
- O=C1NC(=O)C(Nc2cccc3ccccc23)S1 (stereo not given)
→ 23%, 8%, 9%, 1%, 30, 8, 25%, -2%, -1%
- CSc1ccc(Cl)c(C(=O)Nc2ccc(Cl)cn2)c1
→ 21µM*, 6.5µM*, -19%, 23µM*, 28, -7, -17%, 5.8µM*, 21µM*
- CSc1nnc(C(C)(C)C)c(=O)n1/N=C/c1ccccc1O
→ 15%, 10%, -5%, -8%, 0, 9, 5%, 24%, -28%
- Cc1ncc(CO)c(/C=N/NC(=O)c2ccc(O)cc2)c1O
→ -4%, 7%, 187%[activator], 0%, 0, 1, 5%, 17%, .
- O=C1CN(C(=O)CSc2nnc3ccccn23)c2ccccc2N1
→ -3%, 13%, -3%, 18%, 12, 1, -7%, 2%, 2%
- CN(C)/C=C1\N=C(c2cccs2)OC1=O
→ -1%, 8%, -7%, -6%, -8, -6, 5%, 10%, -2%
- O=C(Nc1ccccc1Oc1ccccc1)c1ccc(Br)o1
→ ?, -4%, 72%[activator], -2%, 14, -7, -7%, 1%, -4%[9.22 µM]
- CC(C)OCCCNC(=O)Nc1cccc2ccccc12
→ 0%, 9%, -1%, -10%, 30, -3, -17%, 10%, 0%
- COc1cccc(C=Nc2cc(C)cc(C)c2)c1O
→ 1%, 7%, -10%, 8%, -17, -1, 24%, 15%, -4%
- O=C(NN1C(=O)c2ccccc2C1=O)c1ccccc1[N+](=O)[O-]
→ 10%, 14%, -6%, 8%, 8, 1, 15%, 4%, -23%
- CCN1CCN(C(=O)c2cc3c(OC)c(OC)c(OC)cc3[nH]2)CC1
→ 0%, -7%, -14%, 1%, 2, -10, -14%, -5%, ?
- COc1ccc(/C=N\NC(=O)CCN2CCN(c3ccccc3)CC2)cc1OC
→ 12%, -5%, 22%, 0%, 3, 15, -12%, -4%, 1%
- CC(COc1ccccc1)N1CCC(CO)(Cc2ccccc2)CC1 (stereo not given)
→ 1%, -5%, -6%, -10%, ?, -9, ?, -25%, -16%
- CCOc1ccc(CCNC(=O)COC(=O)c2ccc(S(C)(=O)=O)cc2)cc1OCC
→ 1%, -2%, 15%, 10%, 4, -8, -4%, -3%, 1%
- Cc1cc(C)n2nc(C(=O)N/N=C/c3ccc(O)cc3)nc2n1
→ 3%, -5%, 9%, 3%, 19, 6, -3%, 17%, 2%
- Cc1cccc(C)c1OCc1cc(C(=O)NCC2CCCCC2)no1
→ 9%, 6%, 13%, 19%, -10, 1, 11%, 13%, -24%
- Cc1ccc(NC(=O)Cn2c(=O)n(CCc3ccccc3)c(=O)c3c4c(sc32)CCCC4)cc1C
→ ., ., -3%, 20%, ., 5, 7%, ., .
- COc1ccc(C2CCCN2C(=O)Nc2cccc(C(C)=O)c2)cc1OC (stereo not given)
→ 17%, 2%, 2%, -6%, -25, -9, -15%, -5%, 0%
- O=C1C2C3C=CC(C4CC34)C2C(=O)N1c1nccs1 (stereo not given)
→ ?, 22%, -8%, -1%, 22, 2, -4%, 22%, 1%
- O=C(CCC1N=C2c3ccccc3N=C(SCc3ccccc3F)N2C1=O)NCc1ccccc1 (stereo not given)
→ ., ., 32%[activator], 21%, ., -8, 0%, ., .
- O=C(NCc1ccccc1)C(c1ccccc1)N(C(=O)c1csnn1)c1ccccc1 (stereo not given)
→ -10%, -3%, -2%, 12%, -8, -4, ?, 2%, -8%
- CNC(C)C(=O)NC(C(=O)N1CCCC1C(=O)NNc1ccccc1)C(C)C (stereo not given)
→ 15%, 1.3µM*, -26%, -17%, 20, -28, 1%, 2.3µM*, 7%
- O=C1C=C(NCc2ccc(Cl)cc2)CC(c2ccco2)C1 (stereo not given)
→ ?, -29%, -16%, ?, -2, 1, -29%, ?, 1%
- O=C(NCCOCCNC(=O)OCc1ccccc1)OCc1ccccc1
→ -33%[inhibitor], -2%, -14%, 6%, 24, 1, ?, 3%, -19%
- CC(=O)Nc1cc(Br)ccc1O
→ 0.73µM*, 7%, -12%, -9%, 1, -3, 0%, -1%, -11%
- Cc1cc(C(=O)CCC(=O)Nc2ccc(S(N)(=O)=O)cc2)c(C)s1
→ 8%, -3%, 4%, 6%, -4, 1, 22%, 1%, -7%
- O=C(NN1C(=O)C2C3C=CC(C3)C2C1=O)c1cccc(Cl)c1 (stereo not given)
→ -5%, 5%, -5%, -2%, 22, -10, 7%, 2%, -11%
- COc1cccc(N/C=C(\C#N)c2ccc(OCCCF)cc2)c1
→ -3%, 3%, -14%, -6%, -52*, 1, -9%, 13%, -2%[9.22 µM]
- CCOC(=O)C(C)Sc1nc2ccccc2c(=O)n1CC (stereo not given)
→ 2%, -1%, -5%, 0%, 0, 4, ?, -1%, -3%
- CNC(=O)c1nnn(-c2ccccc2)c1C(=O)NC
→ 7%, 9%, -10%, 18%, 9, 3, -1%, 1%[9.24 µM], -9%
- CCOc1ccccc1C(=O)N/N=C/c1ccoc1
→ ?, 10%, -5%, 27%, 0, 7, 7%, 14%, 3%
- Cn1c(N)c(C(=O)CSc2nc(C3CC3)n(-c3ccccc3)n2)c(=O)[nH]c1=O
→ -1%, 2%, -7%, -13%, 31, 2, 14%, -7%, -50%[inhibitor]
- Cc1cc(C)c(OCC(=O)Nc2ccc3c(c2)OCO3)cc1C
→ -191%[0.0737 µM], 2%, -3%, 3%, -6, 2, 15%, 1%, 1%
- Cc1ccc(C2=NNC(=O)C(c3ccc(Cl)cc3)C2)cc1 (stereo not given)
→ -2%, -13%, 10%, -5%, -16, 7, 1%, -1%, -5%
- COc1ccc(C2C(C(=O)NCc3ccccc3)=C(C)Nc3ncnn32)cc1OC (stereo not given)
→ -1%, 13%, 23%, 12%, 25, -1, ?, 8%, 2%
- CCOc1ccc(NS(=O)(=O)c2ccc(Cl)c(C(=O)N(C)Cc3cccnc3)c2)cc1
→ ?, 0%, 2%, ?, 17, -3, 0%, -14%, 2%
- Cc1oc2c(CN3CCCC3)c(O)ccc2c(=O)c1-c1ccc(Cl)cc1
→ ?, 9%, -2%, 16%, -9, -7, 14%, 11%, 0%
- Cc1cc(C)c(S(=O)(=O)NCc2cn3c(C)csc3n2)c(C)c1
→ -2%, -7%, -9%, 12%, 25, 2, 9%, -1%, -9%
- Nn1c(SCC(=O)NCCc2ccc(F)cc2)nnc1C1CCCCC1
→ -2%, 1%, -3%, 2%, 10, -3, 10%, 0%, -14%
- CCOc1ccc(S(=O)(=O)N2CCC(C(=O)OC(C)C(=O)NC3CCCCC3C)CC2)cc1 (stereo not given)
→ -5%, 10%, -14%, 1%, 7, 6, -12%, 7%, -1%
- CC1CCN(c2c(NCc3ccc(C(=O)NCCc4ccc(Cl)cc4)cc3)c(=O)c2=O)CC1
→ 6%, -1%, 13%, -26%, 13, -6, -7%, 9%, -5%
- O=C(NCc1ccccn1)C1CCN(S(=O)(=O)c2ccccc2F)CC1
→ -3%, 6%, -25%, 16%, 9, 3, 9%, 6%, 2%
- COC(=O)C1=C(C)NC(C)=C(C(=O)OC)C1c1ccc(-c2cccc([N+](=O)[O-])c2)o1
→ 2%, -18%, -13%, -14%, ?, 1, -23%, ?, -3%

Source: PubChem BioAssay
